Source: PubChem BioAssay
SW480 rereplic: DNA re-replication induction in SW480 cells | Potency, µM (series often up to 46.1 µM), without a hit: top-dose re-replication activation, usual class: activators | SW480 DNA re-replication, Hoechst DNA content imaging, 48 h | 340,000 compounds, 1.8% hits; note: potency is the fitted concentration of half-maximal effect; % of control where 0% means no effect; nearly all actives have a fitted effect of over 55% in size
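Per well, 250 cells were exposed to pinned compound for 48 hr. Nuclear DNA was visualised with Hoechst (40 min, 37 C) and total object intensity recorded by fluorescence scanning.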
KB-3-1 cytotox: kills parental KB-3-1 adenocarcinoma cells. KB-3-1 viability, CellTiter-Glo ATP luminescence, 72 h. Potency, µM (titrated, usually from 46.1 µM), for the others: at the highest dose activity change, negative = cytotoxic, usual class: cytotoxic. 400,000 compounds, 1.4% hits. AID 1347075; note: potency is the fitted concentration of half-maximal effect; % is set by controls: 0 for no effect and ±100 for the full control effect; nearly all actives have a fitted effect of over 60% in size
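Here the drug-naive KB-3-1 line serves as comparator for MDR sub-line selectivity; cells received compound titrations, 72 h at 37 °C, then CellTiter-Glo readout.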
HepG2 viability: kills HepG2 cells in TGF-b inhibitor counter-screen | HepG2 CAGA-GFP viability, ATP luminescence, 18 h | Potency, µM (series often up to 46.1 µM), inactives show at the highest dose activity change, negative = cytotoxicity, hits mostly cytotoxic | 410,000 compounds, 0.76% hits | AID 588856; note: potency is the fitted concentration of half-maximal effect; some results filed as inactive show a strong effect at the top dose
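HepG2 CAGA-GFP cells (1000/well, DMEM with 1% FBS) received compound, then TGF-beta at 500 pg/mL final, and were incubated 18 hours at 37 degrees C. Viability was read by CellTiter-Glo luminescence. Media-only wells were set as complete cell-killing and DMSO as no toxicity.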
HT1080NT lethal: kills 2HG-producing HT-1080-NT fibrosarcoma cells; HT-1080-NT fibrosarcoma viability, CellTiter-Glo ATP luminescence, 48 h; Potency, µM (titrated, usually from 46.1 µM), for inactives: at the top dose activity, negative = less viability, usual class: cytotoxic; 360,000 compounds, 1.6% hits;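 note: NT is the 2HG producing partner of a matched IDH1 knockdown line; potency is the fitted concentration of half-maximal effect; 0% = DMSO-treated cells and -100% = media-only wells without cells; nearly all actives have a fitted effect of over 55% in size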
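Viability of the 2HG-overproducing fibrosarcoma line after 48 hours of compound exposure at 37 degrees C was determined by luminescence with CellTiter-Glo, and concentration-effect curves were then fitted and categorized.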
MCF10A rereplic: induces DNA re-replication in MCF 10a normal breast cells; 350,000 compounds, 2.9% hits; MCF 10A DNA re-replication, Hoechst nuclear intensity, 48 h; Potency, µM (highest dose often 46.1 µM), for inactives: at the highest dose activity, positive = re-replication, usual class: activators; note: potency is the fitted concentration of half-maximal effect; % of control where 0% means no effect; nearly all actives have a fitted effect of over 50% in size
HT1080 IDH1KD tx: HT-1080 IDH1 knockdown cell toxicity (counter line); HT-1080 IDH1 knockdown viability, ATP luminescence, 48 h; Potency, µM (doses to about 46.1 µM), for the others: top-dose activity, negative = toxicity, hits mostly cytotoxic; 360,000 compounds, 2% hits; AID 686971;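 note: potency is the fitted concentration of half-maximal effect; 0% = DMSO wells and -100% = cell-free medium wells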
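Using the IDH1-knockdown HT-1080 line run in the same batch and compound series as the NT line, viability after 48 h at 37 °C was determined by CellTiter-Glo luminescence and expressed as % activity.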
ATXN viability: cell viability loss in ATXN counter-screen. Potency, µM (series often up to 56.7 µM), most hits filed as cytotoxic. S2 cells (HEK-293 line with an ATXN2-luciferase reporter) viability, CellTiter-Fluor protease fluorescence, 24 h. AID 651635. 400,000 compounds, 0.49% hits; note: potency is the fitted concentration of half-maximal effect; nearly all actives have a fitted effect of over 40% in size
IL1B secr inh: inflammasome signaling inhibition, IL-1 beta readout; activity change, % at 57.5 µM; THP-1 LPS/ATP IL-1B secretion, AlphaLISA, 16 h; active compounds read low; 360,000 compounds, 4.7% hits; in the data active = activity change below about -50%; inconclusive = mostly about -30% to -49%; note: % is set by controls: 0 for no effect and ±100 for the full control effect
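Secreted IL-1B measured by AlphaLISA bead assay after 16 h compound exposure of THP-1 cells; compounds (final up to 57.5 uM) added 1 h before LPS (250 ng/mL) and ATP (1.25 mM) stimulation; lower signal means less secretion.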
ATXN2 expr inh: ATXN2 expression inhibition | HEK-293 ATXN2-luciferase reporter, luminescence, 24 h | Potency, µM (highest dose often 57 µM), inactives show at the top dose activity change, negative = inhibition, actives largely listed as inhibitors | 360,000 compounds, 0.72% hits | AID 1745845; note: potency is the fitted concentration of half-maximal effect; % is set by controls: 0 for no effect and ±100 for the full control effect; nearly all actives have a fitted effect of over 55% in size
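ATXN2-luciferase reporter cells (luciferase flanked by upstream and downstream ATXN2 gene portions) were treated 24 h at 37 °C with compounds at up to 57 uM. SteadyGlo luminescence gave expression; GF-AFC fluorescence gave viability.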
An asterisk follows results filed as active; i = inactive; ? = inconclusive; nt = no result given; [ ] = remark or other dose. Unless noted, calls come from the whole dose curve; as a rule, active = well fitted curve in the direction sought with a large enough effect; inconclusive = small, poorly fitted or top-dose-only effect, or another doubt; inactive = no such curve, though single readings can be large; an effect the other way counts as inactive or inconclusive.

SMILES | SW480 rereplic | KB-3-1 cytotox | HepG2 viability | HT1080NT lethal | MCF10A rereplic | HT1080 IDH1KD tx | ATXN viability | IL1B secr inh | ATXN2 expr inh
Cc1ccc(S(=O)(=O)N2CCN(C(=O)C3CCCC3)CC2)cc1C | 0% | -11% | -1% | 4% | ? | -3% | ? | 33 | -18%
N#Cc1c(-c2cccc([N+](=O)[O-])c2)nc2n(c1=O)CCS2 | -8% | 0% | 1% | 7% | -17% | 1% | i | 7 | 4%
CCCC(=O)Nc1ccc(C(=O)NNC(=O)c2cccc([N+](=O)[O-])c2)cc1 | 2% | 13% | -1% | -3% | -2% | 0% | i | -3 | -8%
O=C(C1CCCCC1)N1CCN(S(=O)(=O)c2ccc(Cl)cc2)CC1 | 14% | -14% | -46% | -1% | ? | 1% | i | 7 | 2%
C[C@H]1CN([C@@H](C)CO)C(=O)CCCn2nncc2CO[C@H]1CN(C)C(=O)Nc1cccc2ccccc12 | nt | 0% | -1% | 19% | nt | 18% | i | -3 | -3%
COc1cc2c(cc1/C=C/C(=O)O)OC(C)C2 (stereo unspecified) | -9% | 11% | 2% | 9% | 0% | 1% | i | 4 | 8%[11.3 µM]
O=C(CCC(=O)Nc1ccccc1)NNC(=O)c1ccccc1Cl | -66%[inhibitor] | -1% | 12% | 2% | 2% | 4% | i | 14 | nt
O=C(CSCc1cc(=O)n2ccsc2n1)Nc1ccccc1 | -2% | 5% | 16% | 3% | 0% | 8% | i | 4 | 91%[activator]
Cc1ccc2c(c1)N(CCC(=O)NCCCOC(C)C)C(=O)C(C)O2 (stereo unspecified) | 9% | 2% | -4% | -7% | 158%[0.0737 µM] | ? | i | 13 | -3%
CCc1ccc(C2c3[nH]c4ccccc4c3CCN2C(=O)CN2CCN(CC)CC2)cc1 (stereo unspecified) | ? | ? | 13µM* | 23µM* | ? | ? | 25µM* | -72* | ?
O=C(CCCNC(=O)c1ccc(Cl)cc1)Nc1ncccc1O | 7% | 6% | -9% | 7% | 2% | 5% | i | 7 | -5%
Cc1ccc(CNc2oc(-c3ccc(COc4ccc(C)cc4)o3)nc2C#N)cc1 | nt | -18% | -5% | nt | nt | nt | i | nt | 4%
Nc1c(S(=O)(=O)c2ccccc2)csc1C(=O)O | -2% | -7% | 10% | 8% | -1% | 0% | i | -7 | -25%
O=C(CC1SC(N2CCCC2)=NC1=O)Nc1ccc(C(=O)NCc2ccccc2F)cc1 (stereo unspecified) | nt | 0% | 7% | 0% | nt | 2% | i | 2 | nt
CCCc1n[nH]c2c1/C(=N\O)CCC2 | -7% | 2% | -19% | -3% | -1% | 11% | i | 0 | -39%
O=C(CSC1=NS(=O)(=O)c2ccccc21)Nc1ccccc1 | 1% | 15µM* | -28% | -2% | ? | -2% | i | -16 | -1%
CCOC(=O)N1CCN(C(=O)c2ccc3c(=O)n(CCc4ccccc4)c(=O)[nH]c3c2)CC1 | -8% | 3% | -6% | -20% | 4% | -5% | ? | 15 | 0%
CCOC(=O)c1c(C)oc2ncnc(N3CCN(c4ccc(C)cc4C)CC3)c12 | nt | 21% | -21% | nt | nt | nt | i | nt | -5%
COc1ccc(N(C(=O)c2ccccc2F)S(=O)(=O)c2ccc3c(c2)n(C)c(=O)n3C)cc1 | nt | 2% | 7% | nt | nt | nt | i | nt | 8%
CC(=O)c1ccc(NC(=O)CCCCCn2nnc3ccccc3c2=O)cc1 | -1% | 5% | -6% | -1% | -10% | 9% | i | 17 | nt
O=C(COC(=O)/C=C/c1ccc(C(F)(F)F)cc1)NC(=O)NCc1ccco1 | 1% | 3% | -15% | 0% | 5% | -8% | ? | -8 | -3%
COc1cc(C(=O)NN(CCC#N)C2=NS(=O)(=O)c3ccccc32)cc(OC)c1OC | 1% | 11% | 1% | 8% | 4% | 1% | i | 12 | 0%
CC(=O)N/C(=C\c1ccccc1)C(=O)NCC(=O)O | -8% | 0% | 12% | -1% | -2% | 7% | i | 18 | -3%
COc1cc(/C=C(/C#N)c2nc(-c3cc4ccccc4oc3=O)cs2)ccc1O | nt | -10% | -20% | nt | nt | nt | i | nt | 4%
COc1ccc(-n2nnnc2SCC(=O)Nc2cc(OC)c([N+](=O)[O-])cc2C)cc1 | 2% | -6% | -1% | -14% | 4.6µM* | -23% | ? | 20 | ?
CC1C2(C)OC(=N)C(C#N)(C(C)O2)C1(C#N)C#N (stereo unspecified) | 1.3µM* | -4% | 10% | 18% | ? | 1% | i | -9 | 0%
O=C(COC(=O)c1cc(S(=O)(=O)N2CCOCC2)ccc1F)c1ccc[nH]1 | -9% | ? | 17% | 1% | ? | 0% | i | -62* | 8%
CCOC(=O)Nc1oc2ccccc2c(=O)c1CN1CCOCC1 | -4% | -14% | 2% | -12% | 16µM* | -9% | i | -19 | 6%
CC1(C)C(C=C(Cl)Cl)C1C(=O)N(Cc1ccccc1Cl)C1CCS(=O)(=O)C1 (stereo unspecified) | 0% | -1% | 2% | -1% | 9% | -3% | i | -19 | 2%
CCCCSc1nc(C)cc(SCC(=O)N/N=C/c2ccccc2)n1 | 9% | -3% | -39% | -3% | 1% | -15% | i | 56 | -18%
COc1ccc(CCn2c(-c3ccc(OC)cc3)nc3c(c(=O)c4ccccc4n3C)c2=O)cc1 | -11% | 0% | 17% | -1% | -1% | 2% | i | 53 | -2%
CCOc1cc(C(=S)N2CCCC2)ccc1O | 1% | 3% | -2% | 20% | ? | 10% | i | 10 | -4%
CCN(CC)CCCNC(=O)/C=C/C(=O)O | 31% | -20% | 25% | -4% | ? | 3% | i | -1 | 9%
CCN1CCN(CCC(=O)Nc2ccc(C)cc2)CC1 | ? | 8% | -3% | -4% | 1% | 2% | i | -4 | 8%
CCCOc1ccc(Cl)cc1CNc1ccccc1 | 1% | -4% | -14% | 6% | -1% | 15% | i | 22 | 6%
Cc1ccc(C(C)NC(=O)C23CC4CC(CC(C4)C2)C3)cc1 (stereo unspecified) | 8% | -1% | -40% | -1% | -6% | 3% | nt | -1 | -3%
Cc1ccc2c(C)c(C(=O)NCCN3CCOC3=O)oc2c1C | -6% | 22% | 7% | 3% | 0% | -8% | i | 1 | 7%
CCOc1ccccc1NC(=O)Cn1c(=O)n(-c2ccc(OC)cc2OC)c(=O)c2c(C)c(C(=O)N(CC)CC)sc21 | ? | 0% | -1% | 5% | 5% | -24% | i | -19 | -9%
Cc1ccc(C(=O)c2coc3ccc(OCC(=O)O)cc23)cc1 | -8% | -5% | -4% | -4% | 1% | 1% | i | 2 | -11%
COc1ccc(NC(=O)C(C)n2c(C)c3cnn(-c4ccccc4)c(=O)c3c2C)cc1Cl (stereo unspecified) | nt | 4% | -35% | nt | nt | nt | i | nt | -13%
Cn1c(SCC(=O)N2CCCc3ccccc32)nc2ccccc2c1=O | 1% | ? | -38% | 0% | ? | -5% | ? | -28 | -36%
C#CC(CC)(CC)NC(=O)c1ccc(Br)s1 | -11% | 0% | -8% | 9% | 0% | 9% | i | -17 | -6%
Cc1cccnc1NC(=O)CSc1ncnc2sc(C)c(C)c12 | -5% | -13% | 5% | -3% | 10% | 7% | i | -1 | -12%
CC(C)C1N=C2c3ccccc3N=C(SCC(=O)c3ccc(O)c(O)c3)N2C1=O (stereo unspecified) | ? | 23µM* | -41% | -20% | ? | ? | i | 42 | -32%
O=C(Cc1ccccc1)NNC(=O)c1ccc(Br)o1 | -6% | -17% | -1% | 28% | ? | 19% | i | 0 | 2%
CC(C)c1ccc(NC(=O)CCS(=O)(=O)c2ccc(Br)s2)cc1 | nt | 0% | -42% | nt | nt | nt | i | nt | -13%
CCCn1c(N)c(N(CCOC)C(=O)c2ccc(F)cc2)c(=O)[nH]c1=O | 0% | -3% | -17% | 17% | -5% | 2% | i | 3 | -21%
O=C(O)c1ccccc1NC(=O)N1CCOCC1 | -3% | 2% | 6% | -1% | -14% | 12% | i | 0 | -3%
COc1ccc(/C=C2/SC(=O)N(CC(=O)NCCC(C)C)C2=O)cc1OC | -3% | -1% | 17% | 4% | 0% | 2% | i | 6 | 6%
CCOC(=O)CNC(=O)CSc1nnc(-c2cccc(C)c2)n1-c1ccc(OC)cc1 | -4% | ? | -4% | ? | -2% | ? | i | -16 | 1%
CC(C)(C)N1CC(C(=O)Nc2ccc(S(N)(=O)=O)cc2)CC1=O (stereo unspecified) | -4% | 8% | 1% | 9% | -4% | 7% | i | 26 | nt
CCOC(=O)c1[nH]c2ccc(Br)cc2c1NC(=O)CNC | 6% | -2% | -18% | -5% | 11% | -2% | i | -10 | -7%
Cc1ccc(C)c(N2CCN(C(=O)C3CCCN(c4ncnc5c4nc4n5CCCCC4)C3)CC2)c1 (stereo unspecified) | 26% | ? | -45% | 16% | 21µM* | 17% | ? | ? | ?
Cc1cc(C(=O)N/N=C/c2ccccn2)c2ccccc2n1 | -16% | -3% | -12% | 2% | -15% | 4% | i | 3 | -11%
C=CC(=O)N1C/C(=C/c2ccccc2)C(=O)/C(=C\c2ccccc2)C1 | ? | 4.1µM* | 1.8µM* | -2% | 19% | 4.1µM* | 9.5µM* | -103* | 6.7µM*
S=c1[nH]nc(CN2CCCCC2)n1Cc1ccccc1 | 0% | 2% | -1% | 22% | 0% | ? | i | 12 | -5%

Compound profiles, as listed above. Order of screens: SW480 rereplic, KB-3-1 cytotox, HepG2 viability, HT1080NT lethal, MCF10A rereplic, HT1080 IDH1KD tx, ATXN viability, IL1B secr inh, ATXN2 expr inh
Shown for Cn1c(SCC(=O)N2CCCc3ccccc32)nc2ccccc2c1=O = 1%, ?, -38%, 0%, ?, -5%, ?, -28, -36%
Shown for C=CC(=O)N1C/C(=C/c2ccccc2)C(=O)/C(=C\c2ccccc2)C1 = ?, 4.1µM*, 1.8µM*, -2%, 19%, 4.1µM*, 9.5µM*, -103*, 6.7µM*
